TRPN1 ag – zebrafish TRPN1 channel agonists, primary screen, cell-based, HEK293, calcium fluorescence; transient receptor potential cation channel N1 (TRPN1/NompC), Danio rerio; HEK293 zebrafish TRPN1-YFP, Fluo-8 calcium fluorescence; 100% = response to 87 µM carbachol; activation, % at 3 µM; 0.18% of 220,000 active;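 active = activation above its plate's cutoff, the mean activation of test wells on that plate plus 3 SD, cut at about 19% in these data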;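 also: 0% = DMSO alone and 100% = 87 µM carbachol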
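Material: zebrafish TRPN1-YFP in HEK293 cells; Doses: single test compound dose, 3 µM nominal, 0.3% DMSO; Timing: dye loading 1 h at 37 °C, then 30 min room temperature; Technique: intracellular calcium fluorescence with Fluo-8; Benchmarks: high carbachol 87 µM, low DMSO alone.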
EBV gp42 inh – Epstein-Barr virus gp42 inhibitors, primary screen, biochemical, uHTS, fluorescence polarization. Glycoprotein 42 (Epstein-Barr virus (strain AG876)), Q1HVG2. Fluorescence polarization binding assay, mP read-out. inhibition, % (tested at 21.74 µM). 0.42% of 220,000 active. AID 1085, 2008; in the data active = inhibition above about 50%
PPC-1+TRAIL kill – compounds killing PPC-1 cancer cells with TRAIL present, primary screen, TRAIL potentiator project, ATPLite luminescence, uHTS. PPC-1 cells + TRAIL, ATPLite viability luminescence. cell killing (% activity), % at 4 µM. 0.41% of 220,000 active. AID 1443, 2008;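 active = cell killing above 50% in the first pass at 4 µM, then a duplicate retest at 5 µM averaging 50% or more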;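 also: plate controls were cells with TRAIL plus DMSO for no effect and medium-only wells lacking cells for full effect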
m-calpain inh – inhibitors of pig calpain II, primary screen, biochemical, fluorogenic peptide substrate, 1536-well. purified calpain II, 30 min. inhibition, % at 16 µM. 0.37% of 220,000 active. AID 1236, 2008;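 active = inhibition above about 50%, limit read from the data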
Furin inhibitor – human furin inhibitors, primary screen, biochemical, fluorescence intensity; P09958; purified furin, fluorogenic substrate cleavage; inhibition, % at 30 µM; 0.061% of 220,000 active; AID 463115, 2010; in the data active = inhibition above about 25%; also: inactives centre near -15
TRPML3 ag – human TRPML3 channel agonists, primary screen, cell-based, HEK293 TRPML3-YFP, Fluo-8 calcium fluorescence, 3 µM | Mucolipin-3 (Homo sapiens), Q8TDD5 | activation, % at 3 µM | 0.29% of 220,000 active | AID 1448, 2008 | 100% = the carbachol control signal;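 active = activation above its plate's cutoff, the mean activation of the plate's test wells plus 3 SD, cut at about 12% in these data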;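 also: 0% = DMSO only wells and 100% = carbachol wells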
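Test system – HEK293 line with stable expression of human TRPML3-YFP channel · Control set – carbachol 87 µM final as high control (100%), DMSO as low control (0%) · Signal – Fluo-8 calcium dye fluorescence, ex 470-495, em 515-575 nm · Incubation – 1-h 37 °C dye load, 5-s basal, 120-s post-compound reads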
TbHK1 inh – Trypanosoma brucei hexokinase 1 inhibitors, primary screen, biochemical, G6PDH-coupled NADH absorbance, MLSCN library | hexokinase 1 [Trypanosoma brucei] | recombinant TbHK1, G6PDH-coupled NADH A340 | inhibition, % at 10 µM | 0.11% of 220,000 active;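 active = inhibition of 50% or more in the single-dose primary screen; inactive = inhibition below 50%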
KCC2 mod – KCC2 cotransporter modulators, thallium flux, primary screen, cell-based, HEK293 KCC2, FluoZin-2 fluorescence, MLSMR; 2.2% of 190,000 active; AID 1456, 2008; KCC2 cells, thallium flux FluoZin-2 fluorescence; B-score of Tl+ flux slope (higher = more flux/activation; lower = inhibition) at 10 µM;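 active = thallium flux slope and its plate-corrected score both differing from the plate sample mean at a set confidence after two filtering rounds, in either direction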;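 also: slope of fluorescence scaled to starting intensity during 10 to 20 s after thallium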
Target sequence (Q9H2X9 whole entry, looked up): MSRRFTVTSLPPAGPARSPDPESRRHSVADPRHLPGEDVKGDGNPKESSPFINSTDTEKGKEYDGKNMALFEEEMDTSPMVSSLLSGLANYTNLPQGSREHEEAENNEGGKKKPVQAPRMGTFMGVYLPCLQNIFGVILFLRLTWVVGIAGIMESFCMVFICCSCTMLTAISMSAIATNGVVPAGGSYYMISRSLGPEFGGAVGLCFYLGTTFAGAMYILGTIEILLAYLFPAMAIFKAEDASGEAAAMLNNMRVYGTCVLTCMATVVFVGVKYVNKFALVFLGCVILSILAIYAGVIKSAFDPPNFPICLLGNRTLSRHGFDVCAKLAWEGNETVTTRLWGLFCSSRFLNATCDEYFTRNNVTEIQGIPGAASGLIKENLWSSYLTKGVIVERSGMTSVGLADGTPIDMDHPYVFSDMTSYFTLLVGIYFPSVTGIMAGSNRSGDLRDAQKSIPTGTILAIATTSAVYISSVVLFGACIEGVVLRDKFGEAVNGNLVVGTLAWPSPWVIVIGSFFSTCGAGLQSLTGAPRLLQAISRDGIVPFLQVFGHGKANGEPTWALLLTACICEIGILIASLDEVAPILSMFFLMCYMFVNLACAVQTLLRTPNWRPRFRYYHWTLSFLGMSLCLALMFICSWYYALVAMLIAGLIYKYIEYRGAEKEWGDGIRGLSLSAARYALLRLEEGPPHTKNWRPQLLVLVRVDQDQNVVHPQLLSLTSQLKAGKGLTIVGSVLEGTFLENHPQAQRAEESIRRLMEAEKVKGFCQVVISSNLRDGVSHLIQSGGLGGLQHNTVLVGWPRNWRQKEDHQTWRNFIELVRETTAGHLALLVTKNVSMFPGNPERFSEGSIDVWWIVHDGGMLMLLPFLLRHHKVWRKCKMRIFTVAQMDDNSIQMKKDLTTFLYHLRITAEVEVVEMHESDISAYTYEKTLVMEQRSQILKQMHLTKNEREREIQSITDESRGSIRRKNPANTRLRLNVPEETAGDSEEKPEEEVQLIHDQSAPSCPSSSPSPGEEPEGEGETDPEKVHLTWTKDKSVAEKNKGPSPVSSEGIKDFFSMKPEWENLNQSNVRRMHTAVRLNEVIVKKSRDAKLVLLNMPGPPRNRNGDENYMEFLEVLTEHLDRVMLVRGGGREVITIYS
thrombin 1536 – human alpha-thrombin inhibitors, primary screen, counter-screen for coagulation protease inhibitor project, biochemical, 1536-well, fluorogenic AMC substrate. Prothrombin (Homo sapiens), P00734. Boc-VPR-AMC fluorogenic substrate cleavage. inhibition, % at 5 µM. 0.26% of 220,000 active. AID 1046, 2008;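 active = inhibition at or above 40%; inactive = inhibition below 40%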;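 also: 0% = enzyme with no compound and 100% = wells without enzyme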
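Material: human alpha-thrombin protein; Also added: Boc-VPR-AMC substrate, 15 µM final; Timing: enzyme reaction carried out at room temperature; Signal: fluorescence, ex 355 nm, em 460 nm; Measure: % inhibition of thrombin; Controls: enzyme without compound as high, wells lacking enzyme as low.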
Starred values were filed as active, the others as inactive; / = no result given; [ ] = dose if it differs, or a comment.

SMILES	TRPN1 ag	EBV gp42 inh	PPC-1+TRAIL kill	m-calpain inh	Furin inhibitor	TRPML3 ag	TbHK1 inh	KCC2 mod	thrombin 1536
Cc1ccc(Cl)cc1N1CCN(C(=O)Cc2c(C(=O)O)[nH]c3ccccc23)CC1	3.4	10	23	-41	3[20 µM]	0.1	1	/	-1
CCOC(=O)C1CCN(Cc2ccccc2C(F)(F)F)CC1	-0.4	-11	9	-16	-23	0.4	-1	0.53	0
CC1(C)CC(=O)C2=C(C1)NC1=C(C(=O)c3ccccc31)C2c1ccc(O)cc1 (centres undefined)	-0.4	7	2	-4	-10	-0.1	-9	0.3	1
COc1ccccc1NC(=S)NNC(=O)c1ccncc1	0.2	-9	-3	-9	-26	0.8	-15	0.098	-4
CCOC(=O)c1cnn(CCOC(=O)c2ccc(F)cc2)c1NC(=O)c1ccc(F)cc1	-1.1	-29	5	-12	-23	0.1	3	-1.2	-1
COc1ccc(C(=O)NNC(=O)C2CCCO2)cc1 (centres undefined)	2.2	-1	-2	-25	-21	1.0	-8	1.4	-10
C[C@H]1CN=C2N(CCNC(=O)CCC3CCCCC3)[C@H](Cc3ccc(O)cc3)CN21	-1.3	-11	12	-12	-32	-0.1	-1	0.21	3
O=C(Nc1ccccc1Cl)N1CCCN(c2nc(-c3ccccc3)ns2)CC1	3.0	-3	5	2	-11	3.0	6	/	-6
Cn1c(=O)c2ncn(CC(=O)Nc3ccc4oc(-c5cccc6ccccc56)nc4c3)c2n(C)c1=O	0.9	/	/	/	-23[20 µM]	-0.2	-8	-0.44	/
O=C(CC1Sc2ccccc2NC1=O)c1ccc(Br)cc1 (centres undefined)	-2.6	-2	13	-8	-11	0.3	33	-0.14	-7
O=C(NC(Cc1ccc(F)cc1)C(=O)O)c1ccccc1 (centres undefined)	-2.0	-5	18	-21	-20[20 µM]	0.7	-6	-1	-6
Cn1cc(C(=O)NC2CCCCC2)c(=O)c2cc(S(=O)(=O)N3CCCC3)ccc21	2.0	-6	-5	-62	-14	0.4	-18	-0.53	6
COC(=O)c1c(NC(=O)c2ccc(C)c(S(=O)(=O)Nc3ccccc3C)c2)sc2c1CCCC2	-0.5	0	11	-214	-10	0.7	-22	/	-2
O=C(CCNc1cc(Cl)cc(Cl)c1)c1ccco1	-0.7	-3	23	9	-10[20 µM]	-0.7	-1	-1.2	-2
CCOC(=O)N/N=C1\CCS(=O)(=O)c2ccc(Cl)cc21	-0.1	-11	12	-19	-5	0.7	-8	0.15	-1
Cn1c(N)c(N2CCN(c3ccccc3)CC2)c(=O)[nH]c1=O	0.5	-4	42	0	-18	0.4	-3	-0.33	-5
CCNC(=S)SCCOc1ccc(C)cc1	8.1	-16	14	22	3	0.8	7	-0.68	-6
O=C(CSc1nc2ccccc2o1)Nc1cc(C(F)(F)F)ccc1N1CCOCC1	0.7	-19	22	-3	-9[20 µM]	1.1	-1	-0.089	-10
c1cncc(-c2nc(NCc3ccco3)c3ccccc3n2)c1	0.9	8	15	-31	-16[20 µM]	1.2	0	/	2
CCNC(=O)Cn1cc(C#N)c2ccccc21	1.1	-16	24	-21	-24[20 µM]	0.2	0	0.39	1
Cc1ccc(NC(=O)COC(=O)C2CC2C)c(S(=O)(=O)N2CCCCC2)c1 (centres undefined)	4.8	-31	3	22	-6	0.4	-1	-0.76	-2
COc1ccc2nc(C)cc(Nc3ccc(N4CCOCC4)cc3)c2c1	-1.3	-19	27	16	-11	0.3	-23	-1.2	3
Cc1nc(C(C)NC(=O)CCc2nnc(CCCc3ccccc3)o2)c(C)s1 (centres undefined)	2.3	4	/	14	-15	0.0	3	-0.83	-15
O=C(NCCCN1CCN(Cc2ccccc2Cl)CC1)Nc1ccccc1	-1.0	-13	-5	-5	-18[20 µM]	1.1	-6	-0.0033	3
NC(N)=NC1=NC(=O)C(Cc2ccccc2)S1 (centres undefined)	0.6	1	/	7	-17	0.6	2	0.54	-8
SMILES	TRPN1 ag	EBV gp42 inh	PPC-1+TRAIL kill	m-calpain inh	Furin inhibitor	TRPML3 ag	TbHK1 inh	KCC2 mod	thrombin 1536
COc1ccc(N2CCN(c3nc(Nc4ccc(C)c(F)c4)nc(N4CCCC4)n3)CC2)cc1	1.4	1	30	12	-25	1.5	-8	0.37	-2
C/C(CC(C)(C)C1CCCCC1)=N\NC(N)=S	-0.3	-4	-3	36	-3[20 µM]	-0.5	-4	1.6	-1
CCc1ccc(Nc2nnc(SCC(=O)Nc3sccc3C(N)=O)s2)cc1	-2.2	-11	24	-23	-12	-0.2	28	-4.9*	-2
O=C(Nc1ccc(N2CCN(C(=O)c3ccco3)CC2)cc1)c1ccccc1	0.3	-11	-1	-3	-6	-0.2	-8	-0.41	-15
Cc1c(NC(=O)COC(=O)CCC(=O)c2ccc(Cl)cc2)c(=O)n(-c2ccccc2)n1C	0.8	2	16	-5	-25	0.6	-1	0.056	-22
O=C(CCc1ccc(S(=O)(=O)N2CCOCC2)cc1)Nc1cc(Cl)ccc1N1CCOCC1	4.0	-71	12	-32	-19	1.1	-8	/	-2
N#Cc1c(Nc2ccccc2)sc(C(=O)c2ccccc2)c1N	-0.8	-6	18	32	-13[20 µM]	0.2	-8	/	1
O=C(O)c1ccc2nc(-c3ccccc3)sc2c1	1.4	8	22	-19	-9	0.5	32	-1.3	3
Cc1nnc(-c2cnn(C)c2N)n1CCCN(C)C	-0.4	-13	-1	6	-9	-0.2	-3	-0.25	-2
Cc1ccc2oc(-c3ccc(NC(=O)c4ccc5c(c4)OCO5)cc3)nc2c1	0.6	-9	21	-43	17[20 µM]	1.3	-14	-1.6	-4
CC(C)OC(=O)COc1ccc(-c2ccccc2)cc1	-0.6	-9	30	16	-26[20 µM]	0.2	0	0.4	-1
CS(=O)(=O)N(CC(=O)NC1CCCCC1)Cc1ccc(Cl)cc1	-1.1	-7	20	-8	-22[20 µM]	0.2	-11	/	5
CCOc1ccc(NC(=O)CSc2nc(C3CC3)nc3ccccc23)cc1	0.6	-16	10	-6	-25	-0.3	-4	-0.28	0
Cc1cccc(NC(=O)CSc2nc(N)cc(N)n2)c1	0.9	-9	-4	20	-19[20 µM]	0.1	2	0.073	-4
COC(=O)c1cccc(NC(=O)c2onc3c2CCCC3)c1	-1.2	-9	32	1	-19	0.3	-8	-0.059	-6
Cn1cccc1/C=N/N1CCN(c2ccccc2)CC1	2.1	-7	11	-9	-21	0.4	-4	-0.86	-6
CC(C)CC1NC(=S)N(Cc2ccccc2)C1=O (centres undefined)	0.5	3	18	17	-5	0.1	24	0.9	-10
O=C(NCc1cccnc1)C(=O)NC1CCCCC1	0.7	-15	6	-25	-30	-0.4	0	0.63	-2
CN1CCN(C2=NC(=O)/C(=C/c3ccccc3OS(=O)(=O)c3ccccc3)S2)CC1	1.8	1	-10	7	-3	0.8	-30	-0.66	-10
COc1ccc(CNC(=O)C/C(C)=N/NC(=O)C23CC4CC(CC(C4)C2)C3)cc1	-0.4	-3	22	-18	-23	0.1	-3	0.16	-8
CCOC(=O)c1c(NC(=O)c2ccccc2)sc2c(O)c(CN(CC)CC)ccc12	-0.7	-4	-25	-90	-17	-0.5	-33	/	1
O=C(Nc1ccc(N2CCN(C(=O)c3ccco3)CC2)cc1)c1cccnc1Cl	0.5	-14	3	-28	-16	0.3	-5	0	-8
C/C(CC(=O)N1CCN(C=O)CC1)=N\NC(=O)c1ccc([N+](=O)[O-])cc1	0.2	-17	/	-12	-19	0.1	-5	0.51	-8
CCOc1ncccc1C(=O)N1CCN(S(=O)(=O)c2ccccc2)CC1	-0.7	-25	-6	18	-8	1.4	9	0.44	1
Cc1ccccc1C(=O)N1CCN(c2nc(N3CCOCC3)nc(N3CCOCC3)n2)CC1	2.4	-54	17	-25	-9[20 µM]	1.1	-4	0.013	5
Cc1ccc(N(CC(=O)NCCSCc2ccco2)S(C)(=O)=O)cc1	-0.8	-3	18	1	-14[20 µM]	0.6	1	0.087	-3
Cc1cccc(C)c1NC(=S)N1CCCN(C)CC1	1.2	-3	4	21	-15	0.8	5	/	0
Oc1ccc(Nc2ccnc3cc(Cl)ccc23)cc1	-1.3	6	8	28	3	-0.7	-32	0.54	-2
Cc1cc(=O)n2[nH]nnc2n1	0.7	-22	-1	-13	-17	1.0	-9	/	-1
Cc1ccc(CNC(=O)COC(=O)Cc2ccc(-c3ccccc3)cc2)cc1	0.8	7	10	-8	-22	-0.2	-3	1.2	-6

In a second layout: 13 of the compounds above.
Each structure is followed by: TRPN1 ag | EBV gp42 inh | PPC-1+TRAIL kill | m-calpain inh | Furin inhibitor | TRPML3 ag | TbHK1 inh | KCC2 mod | thrombin 1536
> O=C(NCc1cccnc1)C(=O)NC1CCCCC1
    0.7 | -15 | 6 | -25 | -30 | -0.4 | 0 | 0.63 | -2
> CN1CCN(C2=NC(=O)/C(=C/c3ccccc3OS(=O)(=O)c3ccccc3)S2)CC1
    1.8 | 1 | -10 | 7 | -3 | 0.8 | -30 | -0.66 | -10
> COc1ccc(CNC(=O)C/C(C)=N/NC(=O)C23CC4CC(CC(C4)C2)C3)cc1
    -0.4 | -3 | 22 | -18 | -23 | 0.1 | -3 | 0.16 | -8
> CCOC(=O)c1c(NC(=O)c2ccccc2)sc2c(O)c(CN(CC)CC)ccc12
    -0.7 | -4 | -25 | -90 | -17 | -0.5 | -33 | / | 1
> O=C(Nc1ccc(N2CCN(C(=O)c3ccco3)CC2)cc1)c1cccnc1Cl
    0.5 | -14 | 3 | -28 | -16 | 0.3 | -5 | 0 | -8
> C/C(CC(=O)N1CCN(C=O)CC1)=N\NC(=O)c1ccc([N+](=O)[O-])cc1
    0.2 | -17 | / | -12 | -19 | 0.1 | -5 | 0.51 | -8
> CCOc1ncccc1C(=O)N1CCN(S(=O)(=O)c2ccccc2)CC1
    -0.7 | -25 | -6 | 18 | -8 | 1.4 | 9 | 0.44 | 1
> Cc1ccccc1C(=O)N1CCN(c2nc(N3CCOCC3)nc(N3CCOCC3)n2)CC1
    2.4 | -54 | 17 | -25 | -9[20 µM] | 1.1 | -4 | 0.013 | 5
> Cc1ccc(N(CC(=O)NCCSCc2ccco2)S(C)(=O)=O)cc1
    -0.8 | -3 | 18 | 1 | -14[20 µM] | 0.6 | 1 | 0.087 | -3
> Cc1cccc(C)c1NC(=S)N1CCCN(C)CC1
    1.2 | -3 | 4 | 21 | -15 | 0.8 | 5 | / | 0
> Oc1ccc(Nc2ccnc3cc(Cl)ccc23)cc1
    -1.3 | 6 | 8 | 28 | 3 | -0.7 | -32 | 0.54 | -2
> Cc1cc(=O)n2[nH]nnc2n1
    0.7 | -22 | -1 | -13 | -17 | 1.0 | -9 | / | -1
> Cc1ccc(CNC(=O)COC(=O)Cc2ccc(-c3ccccc3)cc2)cc1
    0.8 | 7 | 10 | -8 | -22 | -0.2 | -3 | 1.2 | -6

From PubChem BioAssay
